Bioassay records (PubChem)
GPR151 ag = human GPR151 activation. Q8TDV0. PathHunter beta-arrestin GPR151 cells, luminescence. activation, % at 11.2 µM. 1% of 650,000 active. AID 1508602; in the data active = activation above about 4.9%;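 note: 0% = median of compound wells and 100% = cells with positive control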
Target sequence (Q8TDV0 whole entry, looked up): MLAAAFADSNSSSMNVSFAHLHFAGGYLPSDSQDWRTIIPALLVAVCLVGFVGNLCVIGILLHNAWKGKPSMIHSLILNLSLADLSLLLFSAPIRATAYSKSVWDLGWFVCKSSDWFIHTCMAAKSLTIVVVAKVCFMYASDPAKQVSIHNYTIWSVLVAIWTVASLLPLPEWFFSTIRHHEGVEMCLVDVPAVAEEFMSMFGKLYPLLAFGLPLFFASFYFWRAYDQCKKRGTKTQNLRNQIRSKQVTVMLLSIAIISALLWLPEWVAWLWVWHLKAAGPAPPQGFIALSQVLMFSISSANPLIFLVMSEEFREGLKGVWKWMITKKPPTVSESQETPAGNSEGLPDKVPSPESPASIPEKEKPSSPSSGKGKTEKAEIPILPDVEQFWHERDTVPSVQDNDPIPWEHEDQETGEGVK
FBW7 act = human FBW7 E3 ligase activation, primary screen; AlphaScreen FBW7–phospho-cyclin E peptide binding, activator screen; 0.13% of 650,000 active; Q969H0; normalized activity (activation), % at 26.1 µM; in the data active = normalized activity above about 1.9%;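 note: purified mutant Fbw7 with reduced substrate affinity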
Target sequence (Q969H0 whole entry, looked up): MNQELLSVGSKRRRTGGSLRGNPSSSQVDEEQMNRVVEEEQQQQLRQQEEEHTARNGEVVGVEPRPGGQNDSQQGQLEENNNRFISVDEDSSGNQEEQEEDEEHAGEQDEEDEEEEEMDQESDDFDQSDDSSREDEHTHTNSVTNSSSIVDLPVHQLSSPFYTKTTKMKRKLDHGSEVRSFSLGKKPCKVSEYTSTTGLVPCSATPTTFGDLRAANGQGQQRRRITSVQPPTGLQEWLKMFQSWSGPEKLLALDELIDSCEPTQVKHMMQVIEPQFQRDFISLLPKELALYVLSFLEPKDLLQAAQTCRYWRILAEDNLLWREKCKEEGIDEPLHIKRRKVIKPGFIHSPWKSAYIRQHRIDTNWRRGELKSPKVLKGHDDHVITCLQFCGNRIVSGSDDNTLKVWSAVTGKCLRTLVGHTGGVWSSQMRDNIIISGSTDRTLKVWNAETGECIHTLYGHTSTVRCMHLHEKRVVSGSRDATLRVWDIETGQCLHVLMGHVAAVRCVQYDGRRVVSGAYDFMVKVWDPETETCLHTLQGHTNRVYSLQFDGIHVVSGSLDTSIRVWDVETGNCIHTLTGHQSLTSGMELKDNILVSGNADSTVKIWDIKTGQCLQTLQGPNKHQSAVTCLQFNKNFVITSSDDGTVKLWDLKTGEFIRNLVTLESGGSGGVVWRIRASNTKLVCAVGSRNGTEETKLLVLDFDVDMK
TEAD-YAP inh = TEAD-YAP interaction inhibition; inhibition, % at 9.12 µM; HEK-TIYL cells, TEAD-Gal4/YAP UAS-luciferase luminescence; AID 1259422; 1.4% of 640,000 active; in the data active = inhibition above about 32%;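 note: 0% = median of test compound wells and 100% = reference inhibitor wells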
MITF inh = human MITF inhibition, primary screen; AID 1259374; O75030; inhibition, % at 2.6 µM; AlphaScreen MITF homodimerization, bead proximity signal; 0.91% of 650,000 active; in the data active = inhibition above about 50%;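 note: 0% = vehicle wells with protein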
Starred values were filed as active, the others as inactive.

Second line of a record – GPR151 ag	TEAD-YAP inh	FBW7 act	MITF inh
> CC(=O)N(CN1C(=O)c2ccccc2C1=O)c1ccc(F)cc1
    1.1	-7	-0.1	2
> CCOc1ccc(-n2c(N)c(C(=O)Nc3ccccc3)sc2=S)cc1
    -1.8	-11	-0.1	2
> COc1ccc(/C=N/NC(=O)c2ccn[nH]2)cc1OC
    -0.4	-50	0.0	-2
> O=C(CCCn1c(SCC(=O)c2ccccc2)nc2ccccc2c1=O)NCc1ccccc1
    1.3	6	-0.1	5
> CCOc1ccc(C(=O)Nc2nc3ccc(OC)cc3s2)cc1Br
    0.4	-6	0.5	8
> CCOc1ccc(OCCOc2ccccc2C(C)=O)cc1
    -0.3	-14	-0.1	-8
> Cc1cccc(C)c1OCCOCC(O)CN1CCc2ccccc2C1 (stereo not drawn)
    -1.9	6	-0.1	-9
> Cc1ccc2nc(SCC(=O)Nc3c(C)[nH]c(=O)[nH]c3=O)c(C#N)cc2c1
    -1.3	4	-0.2	-25
> CCOC(=O)c1sc(=S)n(-c2ccc(OC)cc2OC)c1N
    -0.7	-5	-0.1	-4
> CC(=O)c1ccc(Nc2nc(-c3ccccc3)c3cc(Br)ccc3n2)cc1
    1.1	6	0.0	5
> CC(Nc1ncnc2sc3c(c12)CCC3)c1ccc(S(N)(=O)=O)cc1 (stereo not drawn)
    -1.1	4	-0.1	4
> N#CC(C(=O)NCc1ccccc1)c1ccccc1 (stereo not drawn)
    -1.0	0	0.1	-60
> COC(=O)c1ccc(OCC(=O)c2ccccc2OC)cc1
    1.8	-18	0.0	4
> COC(=O)c1ccc(N=NN2CCCCC2)cc1
    0.5	-61	0.3	-2
> O=C(O)C1(S(=O)(=O)c2ccccc2)CC1
    0.3	-5	-0.1	-12
> Cc1cc(CN(C)C(=O)CC2(c3cccc(C(F)(F)F)c3)CC(=O)N(C3CC3)C2=O)on1 (stereo not drawn)
    -0.3	7	-0.1	7
> CCOC(=O)c1c(C)[nH]c(C(=O)OCC(=O)Nc2ccccc2C(C)(C)C)c1C
    -1.3	7	0.0	5
> Cc1ccc(C(C)C)c(OCc2n[nH]c(=S)n2N)c1
    0.0	6	-0.1	-4
> Cc1cc(NC(=O)C2CC(=O)N(c3ccc(C)c(Cl)c3)C2)no1 (stereo not drawn)
    0.3	-3	0.2	15
> CC1(C)CC2CC(C)(CN2S(=O)(=O)c2ccc(N)cc2)C1 (stereo not drawn)
    -0.9	3	0.0	6
> COC(=O)C(NC(C)=O)(Nc1ccc(C)cn1)C(F)(F)F (stereo not drawn)
    -0.7	0	0.2	15
> CC(OC(=O)c1cc[n+]([O-])cc1)C(=O)Nc1cccc(Cl)c1 (stereo not drawn)
    -0.8	7	0.1	-11
> CCCCn1c(-c2cc(OC)c(OC)c(OC)c2)n[nH]c1=S
    0.7	17	-0.1	14
> O=C(/C(Br)=C/NCCCn1ccnc1)C(F)(F)F
    -0.4	6	-0.2	65*
> COc1ccc(C(=O)c2cnc3cc4c(cc3c2C)OCO4)cc1
    -0.3	8	0.1	3
> N#CCSc1nc2cc(C(=O)N3CCc4ccccc4C3)ccc2c(=O)n1C1CCCCC1
    1.5	-11	1.6	9
> CCOCCCNC(=O)CC1C(=O)NCCN1Cc1cccc(Oc2ccccc2)c1 (stereo not drawn)
    0.6	11	-0.1	10
> O=C(CN1C(=O)N2CCN=C2c2ccccc21)Nc1ccc2c(c1)OCO2
    -0.2	-14	0.0	1
> COC(=O)c1ccc(NC(=S)NCc2ccco2)cc1
    0.2	-15	0.4	11
> Cc1ccc(C2CC(C(F)(F)F)n3nc(C(=O)NCc4ccccc4)cc3N2)cc1 (stereo not drawn)
    1.1	17	0.2	-7
> Cc1oc(C(C)(C)C)cc1C(=O)Nc1c(O)ccc2ccccc12
    0.6	17	0.3	11
> CC1=C(C(N)=O)C(c2cccs2)n2nc(-c3cccc(C)c3)nc2N1 (stereo not drawn)
    2.2	4	0.1	-4
> O=C1/C(=C\c2ccncc2)SC(=S)N1Cc1ccccc1
    3.9	8	-0.1	22
> COc1ccc(CNC(=O)Cn2nc(C)n3cccc3c2=O)cc1
    -0.2	-1	-0.2	-3
> COc1ccc(S(=O)(=O)Nc2ccc(Cl)c(C(F)(F)F)c2)cc1OC
    2.4	1	0.0	0
> COc1cc(Nc2nc(Nc3ccncn3)nc3c2ncn3-c2ccccc2)cc(OC)c1OC
    -1.7	-6	-0.1	5
> COc1ccc(C2C3C(=O)N(c4cccc(Cl)c4)C(=O)C3ON2c2ccccc2C)cc1 (stereo not drawn)
    0.2	-8	-0.1	3
> CCC(=O)N1CCc2cc(S(=O)(=O)Nc3cc(C)cc(C)c3)ccc21
    -0.7	7	-0.2	-10
> COc1ccc(CCN2C(=O)NC(C)(C3CCN(C(=O)c4cnsn4)CC3)C2=O)cc1 (stereo not drawn)
    3.7	3	0.0	13
> O=C1OC(c2ccc(Br)cc2)=N/C1=C\c1ccc(Br)cc1
    3.0	-6	0.4	19
> CCC1CCC(C(=O)NC(C(=O)NCCN2CCOCC2)C(C)C)CC1 (stereo not drawn)
    0.2	1	0.0	-14
> Cc1ccc(-c2ncnn2-c2cccc(Cl)c2C)cc1
    -0.5	5	0.1	-6
> COc1ccc(C)cc1NC(=O)c1cc(S(=O)(=O)NC2CCCCCC2)ccc1F
    -1.2	5	-0.1	13
> NC(=O)c1ccccc1Nc1ccnc(Nc2cccnc2)c1
    -1.1	1	0.0	18
> COc1ccc([C@H]2CCNC[C@@H]2O)cc1
    0.3	-1	-0.1	-1
> O=C(CSc1nnc(CNc2ccccc2)o1)N1CCc2ccccc21
    0.9	12	-0.1	15
> COCCCNC(=O)/C(C#N)=C/c1c(Oc2cccc(C)c2)nc2c(C)cccn2c1=O
    0.1	13	0.0	-4
> CNC(=O)COc1coc(CN2CCN(c3cccc(Cl)c3)CC2)cc1=O
    -0.1	-3	-0.1	8
> c1nc(Oc2ccc(-n3cnnn3)cc2)c2c3c(sc2n1)CCCCC3
    -0.5	6	0.5	16
> CC(=O)Nc1cccc(C(=O)Nc2ccc(C)cc2)c1
    -2.8	-59	0.1	-2

Next section.
Second line of a record – GPR151 ag	TEAD-YAP inh	FBW7 act	MITF inh
> Cc1cc(C)n(C(=O)COc2ccc(Cl)cc2C)n1
    -0.8	1	-0.1	-6
> COc1ccc2c(c1)OC(C)C1=C2CCC2(C)C1=CCC2OC(C)=O (stereo not drawn)
    0.5	-3	0.3	21
> OCCN(CCO)Cc1c(Cl)cccc1Cl
    -1.2	2	0.0	32
> O=C(CSc1nnc2nc[nH]n12)Nc1ccccn1
    1.1	-6	-0.1	-10
> CCCN1[C@H](C)c2sccc2/C(=C\CCO)[C@H]1c1cccc(Cl)c1
    1.8	-5	0.0	4
> O=C(NCc1ccccc1)c1cc2nc(-c3ccc4c(c3)OCO4)cc(C(F)(F)F)n2n1
    -1.6	6	0.7	4
> CCOc1ccccc1OCCOCCNCc1ccccc1
    -1.0	7	0.2	82*
> CC(C)Nc1nc(NC(C)C)nc(OCCOC(=O)c2ccccc2)n1
    0.7	5	0.1	5
> N#Cc1ccc(C(=O)Nc2ccc(-c3nc4ncccc4o3)cc2)c(F)c1
    0.4	0	-0.1	-6
> c1cc(CN2CCOc3ccc(CN4CCOCC4)cc3C2)c2nccnc2c1
    0.4	-2	0.4	10
> CC(C)c1nnc(SCC(=O)NCCCc2ccccc2)n1N
    1.4	5	0.0	-6
> Cc1ccc(C(=O)NC2CCCCCC2)cc1NC1=NC2CS(=O)(=O)CC2S1 (stereo not drawn)
    -0.3	-9	0.0	4
> CC(=O)c1ccc(NC(=O)C2(C)CC2(Cl)Cl)cc1 (stereo not drawn)
    0.2	-10	-0.1	0
> COC(=O)c1ccc(NC(=O)CC2C(=O)N(c3ccc(Cl)cc3)C(=S)N2Cc2ccccc2)cc1 (stereo not drawn)
    1.5	-3	0.0	-4
> CCN(CC)c1ncnc2c1c(-c1ccccc1)cn2-c1cccc(Cl)c1
    1.4	1	-0.1	-5
> Nc1ccc(C(=O)Nc2nc3ccc4ccccc4c3s2)cc1
    -0.4	0	0.5	5
> CCOc1ccc(C(=O)NNC(=O)Nc2cccc(Cl)c2C)cc1OCC
    0.9	-1	0.1	9
> COc1cc(NS(=O)(=O)N(C)C)c(OC)cc1Cl
    0.2	-9	0.8	26
> Cc1cc(C(=O)COc2ccc(-n3cnnn3)cc2)c(C)n1CC1CCCO1 (stereo not drawn)
    1.1	5	0.0	8
> Cc1cc(C)nc(NC(=O)Cc2ccc([N+](=O)[O-])cc2)c1
    0.8	-11	-0.6	-3

Already shown: entries from further up.
Second line of a record – GPR151 ag	TEAD-YAP inh	FBW7 act	MITF inh
> Cc1cc(C(=O)COc2ccc(-n3cnnn3)cc2)c(C)n1CC1CCCO1 (stereo not drawn)
    1.1	5	0.0	8
> Cc1cc(C)nc(NC(=O)Cc2ccc([N+](=O)[O-])cc2)c1
    0.8	-11	-0.6	-3

The results go on:
Second line of a record – GPR151 ag	TEAD-YAP inh	FBW7 act	MITF inh
> CCCNC(=O)C1CCCN(S(=O)(=O)c2ccc3c(c2)oc(=O)n3C)C1 (stereo not drawn)
    1.8	-3	-0.3	2
> OCC1CCN(c2nc3nonc3nc2N2CCCCCC2)CC1
    -1.4	7	0.1	-230
> CCOC(=O)C(C)Sc1ncnc2nc[nH]c12 (stereo not drawn)
    0.4	0	-0.1	8
> O=C(CSc1nc2ccccc2[nH]1)Nc1ccc(Cl)cn1
    1.4	75*	-0.1	6
> CCN(CC)CCCN(Cc1ccco1)C(=S)Nc1ccc(Cl)cc1
    2.6	-5	-0.1	0
> O=C(O)CCC(=O)Nc1ccccc1
    2.5	4	-0.2	7
> Cc1c(Cc2ccccc2)c(=O)oc2c(C)c(OCC(=O)c3ccccc3)ccc12
    -1.5	-9	0.0	-5
> CC(Sc1nc2scc(-c3ccccc3)c2c(=O)[nH]1)C(=O)NC(N)=O (stereo not drawn)
    -1.3	4	-0.1	1
> N#Cc1ccc(NC(=O)CN2CCC(Cc3ccccc3)CC2)cc1
    2.1	-15	0.3	16
> CCOc1cc(C=C2C(=O)N(C)C(=O)N(C)C2=O)ccc1OCC(=O)O
    2.9	0	-0.2	9
> COc1cccc(/C=N/NC(=O)c2ccccc2Cl)c1O
    0.7	-11	-0.5	41
> O=C(N[C@@H]1CCN(C(=O)c2cnccc2Nc2ccc(Cl)c(F)c2)C1)[C@H](O)c1cccc(Cl)c1
    -0.8	6	0.4	8
> COCCN1C(=O)C(=O)/C(=C(\O)c2ccccc2)C1c1ccc(OC)cc1OC (stereo not drawn)
    0.0	5	0.0	-2
> COc1ccc(C)cc1NC(=O)Cc1noc2ccc(C)cc12
    0.6	4	-0.1	-5
> CCOC(=O)Nc1cc([N+](=O)[O-])ccc1Cl
    -1.0	-12	0.2	-12
> COc1ccc([N+](=O)[O-])cc1NS(=O)(=O)c1ccc(F)cc1
    -0.2	7	-0.2	-5
> CC1C([N+](=O)[O-])C12C(=O)c1ccccc1C2=O (stereo not drawn)
    -1.7	-6	-0.6	17
> O=C(c1ccc(Br)cc1)N1CCN(C2=NS(=O)(=O)c3ccccc32)CC1
    0.4	-2	0.2	-4
> CCCNC(=O)c1nnc(-c2ccc3c(c2)OCO3)o1
    -4.5	-35	0.7	8
> CN1/C(=C/C=C(C#N)C#N)C=Cc2ccccc21
    -0.2	-9	-0.2	9
> O=C1CSC2(C(=O)Nc3ccccc32)N1c1ccc(I)cc1 (stereo not drawn)
    -0.6	13	-2.1	8
> Cc1nnc(SCC(=O)NCc2ccco2)n1-c1ccc(F)cc1
    1.5	-5	0.1	13
> Cc1sc(NC(=O)c2cnccn2)c(C(N)=O)c1-c1ccccc1
    0.1	-62	-0.6	2
> COCCCn1c(C(=O)NC2CCCCC2)cc2c(=O)n(C)c(=O)n(C)c21
    1.0	5	0.1	-3
> O=C(NCCSCc1cccc(Cl)c1)c1c(Cl)cccc1Cl
    -0.9	5	0.2	8
> O=C(CCCCn1c(=O)[nH]c2ccccc2c1=O)N1CCN(c2ccc(Cl)cc2)CC1
    2.8	7	0.1	3

In the list so far, 12 contain fluorine:
Second line of a record – GPR151 ag	TEAD-YAP inh	FBW7 act	MITF inh
> CC(=O)N(CN1C(=O)c2ccccc2C1=O)c1ccc(F)cc1
    1.1	-7	-0.1	2
> Cc1cc(CN(C)C(=O)CC2(c3cccc(C(F)(F)F)c3)CC(=O)N(C3CC3)C2=O)on1 (stereo not drawn)
    -0.3	7	-0.1	7
> COC(=O)C(NC(C)=O)(Nc1ccc(C)cn1)C(F)(F)F (stereo not drawn)
    -0.7	0	0.2	15
> O=C(/C(Br)=C/NCCCn1ccnc1)C(F)(F)F
    -0.4	6	-0.2	65*
> Cc1ccc(C2CC(C(F)(F)F)n3nc(C(=O)NCc4ccccc4)cc3N2)cc1 (stereo not drawn)
    1.1	17	0.2	-7
> COc1ccc(S(=O)(=O)Nc2ccc(Cl)c(C(F)(F)F)c2)cc1OC
    2.4	1	0.0	0
> COc1ccc(C)cc1NC(=O)c1cc(S(=O)(=O)NC2CCCCCC2)ccc1F
    -1.2	5	-0.1	13
> O=C(NCc1ccccc1)c1cc2nc(-c3ccc4c(c3)OCO4)cc(C(F)(F)F)n2n1
    -1.6	6	0.7	4
> N#Cc1ccc(C(=O)Nc2ccc(-c3nc4ncccc4o3)cc2)c(F)c1
    0.4	0	-0.1	-6
> O=C(N[C@@H]1CCN(C(=O)c2cnccc2Nc2ccc(Cl)c(F)c2)C1)[C@H](O)c1cccc(Cl)c1
    -0.8	6	0.4	8
> COc1ccc([N+](=O)[O-])cc1NS(=O)(=O)c1ccc(F)cc1
    -0.2	7	-0.2	-5
> Cc1nnc(SCC(=O)NCc2ccco2)n1-c1ccc(F)cc1
    1.5	-5	0.1	13
